Bioassay records deposited in PubChem BioAssay by several laboratories.
KCNK3 block – human KCNK3 channel inhibition, primary screen | 340,000 compounds, 0.84% hits | CHO-KCNK3 thallium flux, FluxOR fluorescence; stronger effect = lower value | AID 602410 | B-score at 10 µM;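 active = B-score under library mean minus 4 SD, starting fluorescence ratio at most library mean plus 5 SD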;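 note: more negative B-score means stronger inhibition of thallium flux through KCNK3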
Target sequence (O14649 whole entry, looked up): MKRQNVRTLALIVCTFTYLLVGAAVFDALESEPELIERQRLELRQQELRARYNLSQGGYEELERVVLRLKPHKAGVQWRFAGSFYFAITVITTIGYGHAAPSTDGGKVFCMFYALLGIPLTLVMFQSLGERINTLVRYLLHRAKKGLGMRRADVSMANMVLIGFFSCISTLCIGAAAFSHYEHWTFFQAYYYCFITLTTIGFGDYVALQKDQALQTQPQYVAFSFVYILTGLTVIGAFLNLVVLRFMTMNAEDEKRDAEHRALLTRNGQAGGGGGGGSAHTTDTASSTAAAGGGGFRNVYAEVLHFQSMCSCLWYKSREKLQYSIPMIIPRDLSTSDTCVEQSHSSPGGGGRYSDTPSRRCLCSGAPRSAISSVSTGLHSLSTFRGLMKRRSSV
RGS4 act – RGS4 potentiation or activation; HEK293 M3R/inducible RGS4, carbachol calcium flux Fluo4; stronger effect = lower value; B-score at 10 µM; 310,000 compounds, 0.92% hits; AID 463111;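 active = B-score of the integrated calcium signal more than 4 SD below the library mean, with starting fluorescence not abnormally high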;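 note: negative B-score means reduced calcium response which marks RGS4 activation or potentiation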
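Assay system: HEK293 FlpIn-TREx cells, stable M3R, doxycycline-inducible RGS4 / Probe or stimulus: carbachol, ECmax concentration / Times: overnight RGS4 induction, 30 min dye load 37 °C, 20 min compound RT / Signal: kinetic calcium fluorescence imaging with Fluo4-AM dye, 2 µM / Measure: Agonist-evoked peak-minus-minimum fluorescence over baseline, integrated ratio, B score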
GSK3beta inhib – blocks human GSK3beta kinase activity | P49841 | GST-GSK3beta kinase, ADP-Glo luminescence, 60 min; stronger effect = lower value | activity score (negative = inhibition), % at 10 µM | 300,000 compounds, 0.038% hits;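 active = more than half of replicate wells score below -50%, meaning over 50% inhibition versus plate controls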;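 note: 0% = median DMSO wells and -100% = median GW8510 positive control wells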
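Test system – GST-tagged human GSK3beta kinase, cell-free · Incubation – 60 min enzyme reaction, room temperature · Signal – ADP-Glo luminescence · Also added – peptide substrate and ATP at 25 µM · Controls – DMSO neutral wells and GW8510 at 20 µM as positive · Buffer or medium – Tris/MgCl2 kinase buffer · Measure – Luminescence-derived activity versus plate DMSO and GW8510 wells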
hERG rescue – shields human hERG channel from block by proarrhythmic agents; Q12809; CHO-hERG, FluxOR thallium flux, dofetilide IC70 present; activation (rescue from dofetilide block), less the hit threshold, % at 10 µM; 310,000 compounds, 0.51% hits;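 active = activation above the mean of controls blocked by dofetilide plus 5 SD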;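 note: thallium influx through hERG after potassium depolarization seen as dye fluorescence rise; in these data hits start at about 4.7%; inactives centre near -7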
KCNQ1 block – human KCNQ1 channel inhibition | P51787 | CHO-K1 KCNQ1, FluxOR thallium flux fluorescence; stronger effect = higher value | B-score at 10 µM | 310,000 compounds, 1.3% hits | AID 2642;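 active = compounds whose thallium flux B-score, printed positive for inhibition, exceeds three library SD while starting fluorescence stays within three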;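 note: channel opened by potassium depolarization with thallium stimulus after 20 min compound exposure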
PolyA inhibitor – inhibitors of polyadenylation in S. cerevisiae; calls only at 12 µM; 300,000 compounds, 0.02% hits; AID 1875; S. cerevisiae SKY197-pL101 polyadenylation reporter, beta-gal luminescence; efflux-impaired pdr1/pdr3 knockout yeast; score 100 = 6 SD above DMSO;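 active = lowest replicate activity score at least 50, where 100 means six control SD above control mean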;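 note: yeast exposed to compound for 9 h at 30 °C; higher score means more reporter readthrough which indicates perturbed polyadenylation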
GSK3 alpha inh – inhibitors of human GSK-3 alpha kinase | P49840 | 320,000 compounds, 0.1% hits | inhibition, % at 10 µM | ADP-Glo luminescence, 60 min;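 in the data active = inhibition above about 50%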;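 note: GST-tagged GSK-3 alpha with peptide substrate and 25 µM ATP; 0% = DMSO neutral wells and 100% = GW8510 positive control wells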
Target sequence (P49840 whole entry, looked up): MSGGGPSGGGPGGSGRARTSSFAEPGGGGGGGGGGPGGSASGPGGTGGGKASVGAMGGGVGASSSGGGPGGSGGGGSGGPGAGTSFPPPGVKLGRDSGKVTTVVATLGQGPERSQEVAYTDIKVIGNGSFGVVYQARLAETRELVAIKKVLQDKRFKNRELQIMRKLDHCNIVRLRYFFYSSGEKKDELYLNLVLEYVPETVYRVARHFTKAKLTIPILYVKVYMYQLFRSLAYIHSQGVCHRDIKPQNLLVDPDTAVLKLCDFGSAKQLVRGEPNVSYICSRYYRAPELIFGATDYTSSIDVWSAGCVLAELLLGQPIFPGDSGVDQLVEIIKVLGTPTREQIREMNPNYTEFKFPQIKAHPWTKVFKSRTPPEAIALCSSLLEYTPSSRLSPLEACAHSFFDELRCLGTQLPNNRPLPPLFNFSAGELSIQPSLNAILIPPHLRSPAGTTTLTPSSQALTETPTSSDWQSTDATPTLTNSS
RGS4 inh – inhibitors of human RGS4; P49798; HEK293 M3R/RGS4 inducible, Fluo-4 calcium flux; stronger effect = higher value; triggered by carbachol at its EC20; 310,000 compounds, 0.45% hits; B-score at 10 µM;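 active = B-score, a plate-corrected calcium signal, over three deviations above library mean, with baseline fluorescence within five deviations of library mean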;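 note: RGS4 expression induced by doxycycline in cells with stable M3 receptor; B-score is computed from the integrated fluorescence ratio over baseline after carbachol; higher B-score means a larger calcium signal and so more RGS4 inhibition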
Target sequence (P49798 whole entry, looked up): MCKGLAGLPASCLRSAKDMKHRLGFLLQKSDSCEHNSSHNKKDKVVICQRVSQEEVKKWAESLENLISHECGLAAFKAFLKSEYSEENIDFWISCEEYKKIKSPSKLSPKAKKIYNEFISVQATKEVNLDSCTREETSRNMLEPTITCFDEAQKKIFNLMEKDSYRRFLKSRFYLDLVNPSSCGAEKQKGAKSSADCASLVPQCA
KCNK9 block – blocks the human KCNK9 two-pore domain potassium channel; Q9NPC2; HEK293 KCNK9, FluxOR thallium flux fluorescence; stronger effect = lower value; B-score at 10 µM; 310,000 compounds, 1.2% hits; AID 488922;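 active = ratio B-score over 3 SD below the library mean, with starting fluorescence within 5 SD of its mean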;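 note: negative B-score means less thallium flux so channel inhibition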
KCNQ1 act – potentiates or activates the human KCNQ1 potassium channel; 310,000 compounds, 0.35% hits; CHO-K1 KCNQ1, thallium flux FluxOR fluorescence; stronger effect = higher value; B-score at 10 µM; AID 2648;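 active = fluorescence ratio B-score, a plate-corrected score, at least three library SD, with initial intensity B-score within 5 SD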
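Test system: CHO-K1 cells stably expressing KCNQ1 / Medium: assay buffer / Also added: depolarizing K+/Tl+ stimulus, K2SO4 and Tl2SO4 each 12.5 mM in 5x stock / Incubation: 90 min dye loading and 20 min compound exposure, both at room temperature / Signal: thallium influx via FluxOR fluorescence, kinetic imaging / Evaluation: B score of baseline-normalized fluorescence ratio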
DYRK1A inh – inhibitors of rat Dyrk1A kinase | Q63470 | ADP-Glo luminescence, NFATc1 peptide | inhibition, % at 12.5 µM | 310,000 compounds, 0.43% hits; in the data active = inhibition above about 50%;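 note: plate controls were vehicle with enzyme for no effect and no enzyme for full effect; many of its hits are not listed in these tables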
* marks the source's active call; other numbers are inactive results; i = inactive; x = not tested or not shown.

SMILES	KCNK3 block	RGS4 act	GSK3beta inhib	hERG rescue	KCNQ1 block	PolyA inhibitor	GSK3 alpha inh	RGS4 inh	KCNK9 block	KCNQ1 act	DYRK1A inh
O=C(NCCc1ccc(Cl)cc1)c1ccc(S(=O)(=O)N2CCCC2)cc1	i	i	-6	-11	i	i	-2	i	i	i	x
COc1ccccc1CC(=O)c1ccc(OCc2ccccc2)cc1	i	i	-3	-15	i	x	-3	i	i	i	0
COc1cc(/C=C/C(=O)OCc2cn3cc(Cl)ccc3n2)ccc1O	i	i	1	-15	i	i	-1	i	i	i	4
CN(C)S(=O)(=O)Oc1ccc(C(=O)Nc2cccc(C(F)(F)F)c2)cc1	i	i	0	-9	i	i	-1	i	i	i	-6
Cc1cc2c(cc1S(=O)(=O)CCC(=O)N1CC(C)CC(C)C1)OCC(=O)N2 (configuration not stated)	i	i	-4	-7	i	i	0	i	i	i	2
Cc1ccccc1CN1CCC(n2nccc2NC(=O)c2ccc3c(c2)OCO3)CC1	i	i	-3	-5	i	i	-5	i	i	i	7
Nc1cccc(C(=O)OCC(=O)c2ccccc2)c1	i	i	17	-5	i	i	0	i	i	i	-4
COc1ccc(-n2nnnc2/C=C\Nc2ccc(C)cc2)cc1	i	i	0	-18	i	i	1	i	i	i	-10
CN(C(=O)COC(=O)c1ccccc1Cc1ccccc1)c1c(N)n(Cc2ccccc2)c(=O)[nH]c1=O	i	i	-3	-15	i	i	0	i	i	i	2
CS(=O)(=O)N(CCc1ccccc1)CC(=O)N1CCCC1	i	i	1	-10	i	i	2	i	i	i	-1
COc1ccc(C(CC(=O)N2CCCC(C)C2)c2c(O)cc(OC)cc2OC)cc1 (configuration not stated)	i	i	0	-5	i	i	0	i	i	i	10
Cc1ccc(Br)cc1S(=O)(=O)Nc1cccnc1	i	i	2	-5	i	i	0	i	i	i	7
COc1ccc(S(=O)(=O)NCC2CCCN(C(=O)c3occc3C)C2)cc1 (configuration not stated)	i	i	0	-13	i	i	-2	i	i	i	-4
O=C(NCCSc1ccccc1)c1ccccc1Cl	i	i	0	-3	i	i	0	i	i	i	2
CCC(C)Nc1nc2c(c(=O)[nH]c(=O)n2C)n1CCOc1ccccc1 (configuration not stated)	i	i	0	1	i	x	2	i	i	i	5
COc1ccc(-c2noc(CN(C)Cc3ccccc3)n2)cc1	i	i	1	-1	i	i	-4	i	i	i	-2
CCCCCCCCC(=O)N/N=C/c1ccccn1	i	i	1	-4	i	i	-5	i	i	i	-2
CCOc1ccc(C(=O)Cn2cnc3ccccc3c2=O)cc1	i	i	0	-5	i	i	-2	i	i	i	4
COc1cccc(NC(=O)c2nnn(CCc3ccccc3)c2N)c1	i	i	-6	-5	i	i	1	i	i	i	24
C(/C=C/c1ccccc1)=N/N1CCN(c2ccccc2)CC1	i	i	0	-6	i	i	2	i	i	i	1
O=C(COc1ccccc1C(=O)Nc1ccccc1)c1ccc(Br)cc1	i	i	-4	-12	i	i	-3	i	-9.5*	i	x
O=C(Nc1cc(=O)[nH]c2nc(-c3ccccc3)nn12)c1ccccc1Cl	i	i	-1	-13	i	i	-2	i	i	i	-3
CC(C)(C)NC(=O)C(c1cccs1)N(Cc1ccco1)C(=O)c1csnn1 (configuration not stated)	i	i	2	-8	i	i	8	i	i	i	3
CN1CCN(CCCCOc2ccccc2-c2ccccc2)CC1	i	i	-2	-21	i	i	-1	i	i	i	3
Cc1ccc(/C=N/NC(=O)C(C)Oc2ccccc2[N+](=O)[O-])s1 (configuration not stated)	i	i	3	-4	i	i	2	i	i	i	-6
N=C1C(c2nc3ccccc3s2)=C(O)CN1Cc1ccco1	i	i	0	-5	i	i	9	i	i	i	1
CCOC(=O)N1CCC(NC(=O)C2CCN(c3nc(-c4ccc(OC)cc4)no3)CC2)CC1	i	i	1	-8	i	i	-2	i	i	i	-1
N#Cc1ccc(N2C(=O)[C@@H]3C(C(=O)c4cnccn4)=NN[C@@H]3C2=O)cc1	i	i	2	-4	i	i	-1	i	i	i	x
c1ccn2c(CNc3ncnc4sccc34)nnc2c1	i	i	-1	-10	i	i	-2	i	i	i	5
O=C(NC1CCCCC1)c1cc([N+](=O)[O-])ccc1N1CCOCC1	i	i	1	-11	i	i	-2	i	i	i	0
O=C(c1cnc2sccn2c1=O)N(Cc1ccccc1)c1ccccn1	i	i	3	-6	i	i	1	i	i	i	0
O=S(=O)(Nc1ccccc1)c1ccc(NS(=O)(=O)c2c(F)cccc2F)cc1	i	i	x	-9	i	i	0	i	i	i	-3
O=C(CCCN1C(=O)CCC1=O)Nc1ccc2c(c1)OCCO2	i	i	0	-1	i	i	-4	i	i	i	-6
Cc1nn(C)c(NC(=O)c2ccc(Cl)cc2Cl)c1Br	i	i	-1	-4	i	i	0	i	i	i	-1
Cc1cc(C)c(C)c(OCC(=O)O/N=C(\N)c2ccccn2)c1	i	i	1	-4	i	x	x	i	i	i	-5
CCOC(=O)c1c[nH]c2c(C)cc(C)cc2c1=O	i	i	2	-16	i	i	0	i	i	i	0
COc1ccc(CCNC(=O)CSc2nc(=O)[nH]c3c2CCC3)cc1OC	i	i	1	-18	i	i	-2	i	i	i	1
CC(=O)Oc1c(S(=O)(=O)c2ccc(C)cc2)c(C)nn1-c1ccccc1	i	i	0	-2	i	i	-5	i	i	i	-8
COc1cc(C(=O)OCC(=O)NC2CCCC2)cc(OC)c1OC	i	i	6	-5	i	i	-1	i	i	i	-6
CNc1cc(CS(=O)c2ccccc2)nc(-c2ccccc2)n1 (configuration not stated)	i	i	-8	-5	i	i	-1	i	i	i	-6
O=C(COc1ccccc1)Nc1nc2cc3c(cc2s1)OCCO3	i	i	-1	-7	i	i	-1	i	i	i	-1
Cc1cccc(C(=O)Nc2ccccc2C(=O)OCC(=O)Nc2ccc(C#N)cc2)c1	i	i	1	-15	i	i	-1	i	-9.3*	i	-3
Cc1cc(C)cc(NC(=O)CCc2ccc(C)o2)c1	i	i	1	-1	i	i	-11	i	i	i	0
O=C(Nc1ccc2c(c1)OCCO2)C1CCN(C(=O)c2ccc(Br)cc2)CC1	i	i	4	-3	i	i	-4	i	i	i	5
O=C(O)c1cccc(S(=O)(=O)NNc2ccccc2C(F)(F)F)c1	i	i	-1	-9	i	i	1	i	i	i	4
CCOc1ccc(-c2nc(C#N)c(N3CCN(Cc4ccccc4)CC3)o2)cc1	i	i	1	-10	i	i	-2	i	i	i	1
Cn1c(/C(C#N)=C(\O)c2ccccc2Cl)nc2ccccc21	i	i	1	-3	i	i	-3	i	i	i	-3
COC(=O)c1cc(CNC(=O)c2cccc(Cl)c2Cl)ccc1OC	x	i	0	-10	i	i	-2	i	i	i	x
CCCC(=O)Oc1ccc(N(C(=O)CCC)S(=O)(=O)c2cccs2)cc1	i	i	2	-4	i	i	2	i	i	i	-1
CCN(CC)S(=O)(=O)c1cc(OCC(N)=O)c(C)cc1Cl	i	i	-15	-3	i	i	-2	i	i	i	1
Cc1ccc(C2=N/C(=C/N3CCOCC3)C(=O)O2)cc1	i	i	2	-6	i	i	2	i	i	i	9
COc1cc(C(=O)OCC(=O)c2cc(C)n(C)c2C)cc(NC(=O)c2ccco2)c1OC	i	i	5	-17	i	i	-2	i	i	i	2
Cc1cccc(OCCCn2c(=O)sc3ccccc32)c1	i	i	1	-12	i	i	0	i	i	i	4
COc1ccccc1-c1c(C)oc2c(CN3CCOCC3)c(O)ccc2c1=O	i	i	2	-5	i	i	0	i	i	i	8
CCOC(=O)c1[nH]c2ccccc2c1NC(=O)NC1CCCCC1	i	i	0	-1	i	i	-2	i	i	i	6
Nc1c(Cl)cc(C2=NCCn3nc4cc(C(F)(F)F)ccc4c32)cc1Cl	i	i	2	-5	i	i	-1	i	-13*	8*	17
COc1cc(/C=C/C(=O)O)cc(S(=O)(=O)NC2CC2)c1OC	i	i	2	-4	i	i	-3	i	i	i	0
O=C(O)c1cc(-c2ccc(/C=N/N3C(=O)C4C5C=CC(CC5)C4C3=O)o2)ccc1Cl (configuration not stated)	i	i	3	-4	i	i	-1	i	i	i	2
CC(C)CC(C(=O)O)N1C(=O)C2C3CC(C2C1=O)C1C(c2ccccc2)c2sc(=O)[nH]c2SC31 (configuration not stated)	i	i	5	-3	i	i	-3	i	i	i	-8
O=S(=O)(NCCc1ccncc1)c1ccc(F)cc1	i	i	4	-9	i	i	-1	i	i	i	2
Next part
SMILES	KCNK3 block	RGS4 act	GSK3beta inhib	hERG rescue	KCNQ1 block	PolyA inhibitor	GSK3 alpha inh	RGS4 inh	KCNK9 block	KCNQ1 act	DYRK1A inh
COc1ccc(Oc2ccc(C(F)(F)F)cc2NC(=O)c2ccc(F)cc2)cc1	i	i	2	-11	6*	i	1	i	i	i	0
CC1CCN(Cc2ccc(NC(=O)C3CCN(c4nnc(-n5cccc5)s4)CC3)cc2)CC1	i	-8.2*	-3	-10	i	i	-2	i	i	i	22
COc1cc(/C=N/NC(=O)c2cccnc2)ccc1OS(=O)(=O)c1ccc(F)cc1	i	i	-3	-6	i	i	1	i	i	i	3
COc1ccccc1N1CCN(C(=O)c2coc(=O)c(Br)c2)CC1	i	i	-1	-13	i	i	-4	i	i	i	-1
CCCCn1c(N)c(N(Cc2ccccc2OC)C(=O)CSCC(=O)Nc2cccc(C)c2)c(=O)[nH]c1=O	i	i	-1	-8	i	i	x	i	i	i	-4
CC(C)CCN1CC(C(=O)NCc2ccccc2)CC1=O (configuration not stated)	i	i	1	-9	i	i	1	i	i	i	-2
COc1ccc(OC(C)C(=O)NCCC2=CCCCC2)cc1 (configuration not stated)	i	i	0	-6	i	i	-5	i	i	i	3
CC(C)n1c(CN2CCN(C(=O)c3ccco3)CC2)nc2c1c(=O)n(C)c(=O)n2C	i	i	1	-6	i	i	-3	i	i	i	4

Not all compounds are listed, so the mix of outcomes need not match the whole.
